# Screens as filed in PubChem.
# SENP8 block-1: SENP8 protease inhibition. AID 2540. 330,000 compounds, 1.2% hits. Q96LD8. inhibition, % at 10 µM. purified SENP8, Z-RLRGG-aminoluciferin cleavage, luminescence; in the data active means inhibition above about 50%
# SENP7 block: SENP7 protease inhibition; 330,000 compounds, 1.5% hits; inhibition, % at 5 µM; recombinant SENP7, Z-RLRGG-aminoluciferin luminescence, 40 min; Q9BQF6;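 active means inhibition above about 50% at the single test dose, limit read from the data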;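 further: plate controls were DMSO with enzyme for no effect and no enzyme buffer wells for full effect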
# SENP8 block-2: inhibitors of human SENP8 protease. Q96LD8. recombinant SENP8, Nedd8 substrate fluorescence. inhibition, % at 20 µM. 360,000 compounds, 0.64% hits. AID 602440; in the data active means inhibition mostly above about 40%, no sharp cut-off; inactive means mostly below about 27%
# PfG6PD inh: PfG6PD (Plasmodium falciparum) enzyme inhibition | PfGluPho enzyme, NADPH resazurin-diaphorase fluorescence | inhibition, % at 20 µM | 350,000 compounds, 0.78% hits | AID 504690;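 active means inhibition reaching at least a set limit at 20 µM in the primary screen, cut at about 59% in these data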;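 further: 0% = DMSO wells with substrate and 100% = DMSO wells lacking glucose-6-phosphate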
# SENP1 FRET inh: inhibitors of human SENP1 SUMO protease catalytic domain; Q9P0U3; inhibition, % at 10 µM; 360,000 compounds, 0.21% hits; recombinant SENP1 catalytic domain, CyPet-SUMO1-YPet FRET cleavage; AID 624204;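 active means inhibition at least 30% at 10 µM, raw YFP signal under a set limit, fluorescence ratio 0.5 to 1.5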;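 further: 0% = enzyme with DMSO and 100% = no enzyme wells; some results filed as inactive read as strong as hits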
#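 Test system: hSENP1 catalytic domain, recombinant; Amount: 20 pM final SENP1 enzyme; Medium: Tris pH 8 buffer plus EDTA, NaCl, BME, BSA, NP40, catalase; Schedule: 50 min enzyme reaction, room temperature, light-protected; Technique: FRET fluorescence in CFP and YFP emission channels; Controls: no-enzyme wells low, DMSO-plus-enzyme wells high control.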
# Apaf1 inhib: human Apaf-1 inhibition | O14727 | 330,000 compounds, 0.71% hits | inhibition, % at 20 µM | reconstituted apoptosome caspase-3 activity, DEVD-Rh110 fluorescence; active means inhibition of at least 40% at 20 µM;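 further: plate controls were DMSO wells for no effect and DEVD-CHO caspase inhibitor wells for full effect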
#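 Material: reconstituted apoptosome with Apaf-1, cytochrome c, caspase-9, procaspase-3, dATP; medium: pH 7.5 Hepes buffer with CHAPS, BSA, DTT; also added: cytochrome c and DEVD-Rh110 substrate; timing: 30 min plus 50 min, RT; signal: Rh110 fluorescence intensity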
# SENP6 block: SENP6 protease inhibition; Q9GZR1; Recombinant SENP6 catalytic domain, aminoluciferin luminescence; 330,000 compounds, 1.8% hits; inhibition, % at 10 µM;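 active means inhibition above about 50% at the single tested dose, limit read from the data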;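 further: plate controls were DMSO wells with enzyme for no effect and DMSO wells lacking enzyme for full effect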
# HKDC1 inh: HKDC1 (human) hexokinase inhibition; recombinant HKDC1, G6PDH/diaphorase resazurin coupled fluorescence; 340,000 compounds, 0.16% hits; inhibition, % at 20 µM;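 active means inhibition above about 35% when tested at 20 µM, limit read from the data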;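 further: plate controls were DMSO wells with enzyme for no effect and DMSO wells lacking enzyme for full effect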
#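 Test system: recombinant HKDC1 (HK5) hexokinase enzyme, produced in-house; Amount: enzyme 5 µg/mL final; Buffer or medium: Tris pH 8.0 buffer with MgCl2, Tween-20, BSA, BME; Reagent: glucose and ATP substrates; Doses: 20 µM test compound, 1% DMSO; Incubation: 90 min reaction incubation at room temperature, dark; Detection: resorufin fluorescence at 613 nm.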
# Active calls of the source: *; i = inactive; · = not tested or not shown. This is a random part of the collection; any-hit rate near 3.6%.
SMILES,SENP8 block-1,SENP7 block,SENP8 block-2,PfG6PD inh,SENP1 FRET inh,Apaf1 inhib,SENP6 block,HKDC1 inh
Cc1ccc(NC(=O)c2ccc(NCc3ccco3)c([N+](=O)[O-])c2)cc1Cl,-7,-3,22,-6,37*,-9,-5,-1
COc1ccc(CNc2ncccc2[N+](=O)[O-])cc1,6,21,23,10,-5,4,31,-4
O=C(O)C12CC3CC(C1)CC(n1ncc(NCc4ccccc4)c(Cl)c1=O)(C3)C2,0,6,6,12,2,11,-5,2
Cn1c(COc2ccc(Cl)cc2)nnc1SCC(=O)NC1CC1,4,7,-1,11,3,7,4,-6
COc1ccc(N2CCN(Cc3nc4c(c(=O)n(C)c(=O)n4C)n3CCc3ccccc3)CC2)cc1,-7,-19,0,6,3,26,-4,-3
C/C(=N\O)c1ccc2[nH]ccc2c1,-4,8,16,-16,-1,-11,-6,-2
COc1ccc2c(c1)[nH]c1c(=O)n(CCN3CCOCC3)cnc12,-3,1,-86,22,1,-18,-3,8
CCNc1ccc(S(N)(=O)=O)cc1[N+](=O)[O-],-3,8,24,-8,2,-19,6,-9
COc1cc2[nH]c(=O)n(CCC(=O)N3CCN(Cc4ccccc4)CC3)c(=O)c2cc1OC,-6,1,-88,-5,2,-24,-18,1
CCC(NC(=O)OCc1ccccc1)C(=O)Oc1ccc2ccc(=O)oc2c1 (stereo not drawn),4,5,-261,1,-55,1,-21,3
Cc1ccc(NC(=O)C2CCN(C(=O)c3cccs3)CC2)c(C)c1,-4,-15,17,2,-1,10,-22,-5
CCc1nnc(NC(=O)CSc2nnc(COc3ccc(C)cc3)n2-c2ccccc2)s1,-5,0,23,-38,-1,16,-10,1
COC(=O)c1ccc(COC(=O)c2ccc(CO)cc2)o1,-17,-5,5,2,3,-7,2,5
COc1ccc(/C=C/C2=NC(=C\N(C)C)/C(=O)O2)cc1,-3,7,-407,-4,-28,3,-1,-4
C(=N\n1cnnc1)/c1ccc(OCc2ccccc2)cc1,-9,6,22,4,1,-17,11,-6
CN(Cc1ccccc1)S(=O)(=O)c1ccc(Cl)c(C(=O)NCCc2ccccn2)c1,1,-2,9,-7,5,-7,-16,-2
c1cncc(CNc2ncnc3ccc(-c4ccc5c(c4)OCO5)cc23)c1,1,-4,i,-1,3,8,4,-2
COc1cc(C(=O)OCCCN=C2NS(=O)(=O)c3ccccc32)cc(OC)c1OC,0,-2,12,-6,4,7,-3,-3
COc1ccc(C(CNC(=O)c2cccc(NS(=O)(=O)c3ccc(C)c(F)c3)c2)N2CCCC2)cc1 (stereo not drawn),4,1,-121,33,-5,33,0,0
O=C(Nc1ccc(OCC(F)(F)C(F)F)c(C(F)(F)F)c1)c1ccccc1,-12,-1,26,57,1,14,4,4
COc1ccc(C(=O)Nc2ccccc2C)cc1S(=O)(=O)N1CCOCC1,3,0,9,11,-2,3,-8,-6
O=C(CC12CC3CC(CC(C3)C1)C2)NCC(=O)N1CCCC1,-1,-4,16,-10,2,1,6,-5
COc1ccc(NC(=S)N2CCCN(Cc3cc(C)ccc3C)C2)cc1,-1,5,23,-8,5,-5,-2,-2
O=C(NCCC1=CCCCC1)C(=O)NCc1ccncc1,-7,-3,6,-11,2,-1,0,1
Cc1ccccc1CSCCNC(=O)COc1ccc(Cl)cc1,-18,-4,18,6,2,13,-5,-3

# Some of these compounds in order of SMILES length, rising.
SMILES,SENP8 block-1,SENP7 block,SENP8 block-2,PfG6PD inh,SENP1 FRET inh,Apaf1 inhib,SENP6 block,HKDC1 inh
Cn1c(COc2ccc(Cl)cc2)nnc1SCC(=O)NC1CC1,4,7,-1,11,3,7,4,-6
COc1ccc(C(=O)Nc2ccccc2C)cc1S(=O)(=O)N1CCOCC1,3,0,9,11,-2,3,-8,-6
COc1cc(C(=O)OCCCN=C2NS(=O)(=O)c3ccccc32)cc(OC)c1OC,0,-2,12,-6,4,7,-3,-3
COc1cc2[nH]c(=O)n(CCC(=O)N3CCN(Cc4ccccc4)CC3)c(=O)c2cc1OC,-6,1,-88,-5,2,-24,-18,1

# Remaining list, next part:
SMILES,SENP8 block-1,SENP7 block,SENP8 block-2,PfG6PD inh,SENP1 FRET inh,Apaf1 inhib,SENP6 block,HKDC1 inh
O=C(O)C1CCCCC1C(=O)Nc1ccccc1C(=O)N1CCN(c2ccc(F)cc2)CC1 (stereo not drawn),-2,2,9,-12,4,5,13,-9
CCOC(=O)c1c(N/C=C(\C#N)c2nc(-c3ccc(OC(C)=O)cc3)cs2)sc2c1CCC2,·,·,18,-4,-21,·,·,-6
CSC1=N/C(=C\c2ccc(Cl)cc2)C(=O)N1N(C)C,-3,6,23,13,1,10,-10,0
CC(C)Nc1nc(NC(C)C)nc(C(=O)OCCO)n1,9,-4,5,-7,0,-7,0,-2
CCOC(=O)C1=C(C)N=c2s/c(=C\c3cccn3C)c(=O)n2C1c1cccc(OC)c1OC (stereo not drawn),1,2,21,17,-24,17,3,-3
CCCOC(=O)C1=C(C)NC(=O)NC1c1cccc2ccccc12 (stereo not drawn),-23,0,3,1,2,20,-30,-2
Cc1ccc(-c2nnn(CC(=O)Nc3ccccc3-c3ccccc3)n2)c(-n2cnnn2)c1,·,·,15,6,-2,·,·,-4
CC(C)(C)NC(=O)COc1ccc(CNn2nnnc2N)cc1,-13,-8,23,-8,-1,-2,-10,-1
Cc1c(NS(=O)(=O)c2cccc(C(=O)N3CCCC3)c2)c(=O)n(-c2ccccc2)n1C,2,5,1,10,2,-3,-2,-3
CCOC(=O)c1sc(NC(=O)C2CC(=O)N(c3ccc(C)cc3)C2)nc1C (stereo not drawn),-1,-4,-4,-11,-2,14,-9,-5
CN(CC(=O)Nc1cccc(F)c1)C(=O)c1cn(-c2ccccc2)nc1-c1ccc(Cl)cc1,-1,1,8,31,2,-2,-7,1
FC(F)(F)c1ccccc1NC(=S)N1CCN(Cc2ccc3c(c2)OCO3)CC1,9,5,2,18,2,-5,-1,-4
Cc1cccc(-c2nc3ccccc3c(=O)n2NC(=S)N(C)C)c1,-1,10,19,62*,0,8,7,-21
CC(C)(C)c1ccc(Cn2c(=N)n(CC(O)c3ccco3)c3ccccc32)cc1 (stereo not drawn),-10,1,-44,7,-36,16,-41,9
CCOC(=O)C1CCCN(S(=O)(=O)Cc2ccccc2)C1 (stereo not drawn),4,1,17,0,-2,0,-31,-8
Nc1ncnc2c1CCC2,-5,4,10,-20,0,7,-18,-7
N#CC1=C(N)Oc2c(sc3ccccc23)C1c1ccco1 (stereo not drawn),5,6,-405,16,-21,20,26,14
Cc1ccc(OCc2nc(-c3ccc(-n4cccc4)cc3)no2)cc1C,-4,-11,17,4,1,12,-12,-5
COc1ccccc1C(=O)N(Cc1cccs1)C1CCS(=O)(=O)C1 (stereo not drawn),-11,-6,27,0,0,5,-16,-2
COc1ccc(C(CNC(=O)COc2cc(C)ccc2Cl)N2CCCCC2)cc1 (stereo not drawn),13,-1,9,6,-1,22,-11,-3
Cc1ccc(C(C)C)c(OCCn2ccnc2C)c1,6,3,2,25,1,2,-3,-7
Cc1ccc(N=C2C(=O)Nc3ccccc32)c(C)c1,-5,-2,14,10,0,2,-10,-2
Cc1sc2nc(CSCC(=O)NC3CCCCC3)[nH]c(=O)c2c1C,-10,6,-39,10,3,1,-15,2
CC1(C)CC(=O)C(N=Nc2ccc(-c3ccccc3)cc2)=C(O)C1,-4,18,28,5,63*,2,-3,-8
CC(C)(C)OC(=O)[C@H](NC(=O)OCc1ccccc1)c1ccccc1,-8,-7,21,2,-1,17,-8,2
# (further entries)
SMILES,SENP8 block-1,SENP7 block,SENP8 block-2,PfG6PD inh,SENP1 FRET inh,Apaf1 inhib,SENP6 block,HKDC1 inh
Oc1ccccc1-c1nnc(COc2ccccc2)o1,2,0,-16,1,-1,1,-4,-7
CS(=O)(=O)Nc1ccccc1C(=O)NCC1(N2CCCCC2)CCCCC1,-7,-79,-307,-13,-1,-33,-17,-2
CCc1ccc2[nH]cc(S(=O)(=O)c3ccc(C)c(C)c3)c(=O)c2c1,-6,-3,-10,-16,1,8,5,-2
CCOC(=O)N1CCc2c(sc(NC(=O)CN(CC)CC)c2C#N)C1,8,6,18,-11,-29,-14,-12,-3
COc1ccc(C(=O)NNC2=NC(C)(C)Cc3ccccc32)cc1,-5,-1,13,3,1,10,-7,-13
CC(C)OCCCN1CN(S(=O)(=O)c2cccc(Cl)c2)c2nc3ccccc3nc21,-10,1,-400,-10,-47,12,-29,-4
Cc1ccc(S(=O)(=O)Nc2cccc(C(=O)NCCCN3CCOCC3)c2)cc1F,-13,-7,6,-21,2,8,-12,-2
Fc1ccc(NCc2n[nH]c(=S)n2Cc2ccccc2)cc1,-11,-5,11,27,-1,4,0,11
CC(C)NC(=O)c1ccc(N2CCOCC2)nc1,-7,-5,-1,-1,0,9,1,1
Cc1ccc([N+](=O)[O-])cc1S(=O)(=O)Nc1cccc(S(=O)(=O)Nc2ccccc2C(=O)O)c1,2,7,12,-26,2,5,8,3
Cc1noc(C)c1S(=O)(=O)Nc1ccc2c(c1)C(=O)N([C@H](C)CO)C[C@H](C)[C@@H](CN(C)C(=O)Nc1ccc3c(c1)OCO3)O2,-11,4,-4,43,-3,8,-21,4
COc1ccc(/C=N\NC(=O)c2ccc(-c3ccccc3)cc2)cc1COC(C)=O,1,6,-367,7,2,15,-21,-3
CCCn1c(N)c(C(=O)CSc2nnc(C3CC3)n2Cc2ccccc2)c(=O)[nH]c1=O,-2,10,25,-8,0,12,-15,0
CCC(Oc1ccccc1)C(=O)Nc1ccc(C)c(S(=O)(=O)N2CCOCC2)c1 (stereo not drawn),10,-6,2,6,2,2,0,-7
Cc1ccc(NC(=O)c2ccc(CN3CCN(C)CC3)cc2)cc1Nc1nccc(-c2cccnc2)n1,-7,-11,0,-6,-1,20,-6,-3
Cc1cc(NC(=O)c2ccc(NC(=O)CC(C)C)cc2)no1,4,12,4,-6,4,1,-2,-21
CCN(CC)S(=O)(=O)c1ccc(C)c(NC(=S)N2CCN(c3ccccn3)CC2)c1,-2,-13,-309,24,5,10,-16,-2
CCCN1C(=O)/C(=C/c2c(N3CCNC(=O)C3CC(=O)OCC)nc3c(C)cccn3c2=O)SC1=S (stereo not drawn),1,3,33,60*,-33,21,-28,12
Cc1nnc(SCC(=O)NNC(=O)c2ccco2)s1,-9,-6,18,4,2,-3,-12,-5
CCS(=O)(=O)Nc1cc(OC)c(OC)cc1Cc1nccc2cc(OC)c(OC)cc12,-1,6,21,-17,-3,-14,5,-3
O=C1C(=O)N(CCN2CCOCC2)C(c2cccc(Cl)c2)/C1=C(\O)c1ccc2c(c1)OCCO2 (stereo not drawn),3,25,-12,-6,-2,-3,11,-1
CCOc1ccc(CNC(=O)CCCC(=O)n2nc(C)c3ccccc32)cc1,11,3,15,1,3,15,0,-5
CC1CCCC(NC(=O)COC(=O)COc2ccccc2Cl)C1C (stereo not drawn),-15,-6,11,0,6,5,-11,-4
COc1ccccc1NC(=O)C1=C(C)NC2=C(C(=O)CCC2)C1c1ccc(C)o1 (stereo not drawn),0,-2,-210,-11,-2,-10,-2,23
O=C(CCN1C(=O)/C(=C/c2cccs2)SC1=S)NNC(=O)c1cccc(O)c1,4,-1,31,5,73*,-9,10,-4
O=C(N[C@@H](c1ccccc1)[C@H](O)c1ccccc1)[C@@H]1CCCN1C(=O)OCc1ccccc1,4,-1,7,-4,3,-2,-9,-2
